DDE Tn7 FP inh = inhibitors of Tn7 peptide binding to human fibrin DD(E); P02675; FP displacement of FITC-Tn7 peptide from fibrin DD(E); 0% = median of compound wells per plate; inhibition, % at 8.3 µM; 370,000 tested, 0.13% active; AID 720508;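 active = inhibition above the mean of compounds falling within the control limits plus 3 SD of them, cut at about 14% in these data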;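 note: 0% = plate median of compound wells and 100% = 10 µM Aha-Tn7 peptide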
Target sequence (P02675 whole entry, looked up): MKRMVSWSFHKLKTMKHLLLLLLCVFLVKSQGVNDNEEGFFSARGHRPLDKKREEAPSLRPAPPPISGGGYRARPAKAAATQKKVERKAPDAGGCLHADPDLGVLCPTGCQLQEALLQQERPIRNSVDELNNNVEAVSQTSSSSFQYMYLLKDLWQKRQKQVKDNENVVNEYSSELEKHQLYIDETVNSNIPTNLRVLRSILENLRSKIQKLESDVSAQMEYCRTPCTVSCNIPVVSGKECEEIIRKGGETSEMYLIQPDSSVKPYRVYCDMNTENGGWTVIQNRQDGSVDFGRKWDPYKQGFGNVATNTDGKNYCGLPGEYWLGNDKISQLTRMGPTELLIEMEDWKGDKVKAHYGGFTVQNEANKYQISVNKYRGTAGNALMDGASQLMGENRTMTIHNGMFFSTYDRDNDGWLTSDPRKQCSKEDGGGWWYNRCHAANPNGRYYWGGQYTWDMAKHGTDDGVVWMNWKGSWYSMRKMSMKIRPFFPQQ
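Assay system: Fibrin-DD(E) protein isolated from polymerized human fibrin clots; read-out basis: percent inhibition; medium: Tris/NaCl/CaCl2 buffer, pH 7.8; signal: FP measurement; incubation: 10 min plus 3 h, room temperature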
LEDGF integ inh = blocks HIV-1 LEDGF/p75-dependent DNA integration; TR-FRET IN-LEDGF/p75 DNA integration, Eu/Cy5; inhibition, % at 3.7 µM; 370,000 tested, 0.64% active; AID 743269;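 active = inhibition above the screen-wide mean plus 3 SD, cut at about 13% in these data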;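 note: signal is the Cy5 over europium emission ratio at 671 and 618 nm; 0% = plate median of compound wells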
proKLK7 act = activators of human kallikrein-7 zymogen | activation, % at 7 µM | AID 652039 | 370,000 tested, 0.9% active | purified proKLK7, EDANS-DABCYL substrate fluorescence; 100% is mature enzyme control, 0% vehicle;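 active = activation above the mean of all tested compounds plus 3 SD, computed per campaign excluding outliers beyond control limits, cut at about 13% in these data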
ADAM10 inh = inhibits human ADAM10; O14672; recombinant ADAM10, EDANS/DABCYL FRET peptide cleavage, 3 h; inhibition, % at 7 µM; 370,000 tested, 0.62% active; AID 720582;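 active = inhibition above a per-campaign cutoff equal to the mean of compounds falling between control-based bounds plus 3 SD, cut at about 20% in these data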;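 note: 0% = DMSO wells while the 100% control is not disclosed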
TDP2 absorb = blocks human TDP2 phosphodiesterase activity | recombinant TDP2, T5PNP hydrolysis, p-nitrophenol absorbance 415 nm | inhibition, % at 12.8 µM | 370,000 tested, 0.34% active | AID 720702;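 active = inhibition above the mean of all tested compounds plus 3 SD, set per campaign, cut at about 25% in these data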;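 note: 0% = DMSO with enzyme and 100% = buffer with substrate but no TDP2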
Target sequence (O95551 whole entry, looked up): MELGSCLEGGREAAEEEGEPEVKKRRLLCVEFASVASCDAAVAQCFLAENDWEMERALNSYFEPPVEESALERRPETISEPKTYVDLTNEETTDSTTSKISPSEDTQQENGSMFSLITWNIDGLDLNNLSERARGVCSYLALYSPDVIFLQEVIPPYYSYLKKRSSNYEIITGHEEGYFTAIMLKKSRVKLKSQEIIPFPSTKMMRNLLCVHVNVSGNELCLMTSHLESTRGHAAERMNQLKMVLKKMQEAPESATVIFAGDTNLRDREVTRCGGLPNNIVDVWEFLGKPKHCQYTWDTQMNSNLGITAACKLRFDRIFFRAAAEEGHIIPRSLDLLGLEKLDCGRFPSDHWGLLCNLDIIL
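Read-out basis: percent inhibition. System: recombinant human TDP2. Buffer or medium: Mg2+-containing Tris-HCl buffer, pH 7.5. Repeats: single replicate. Timing: reaction 2 h, 37 °C. Benchmarks: high control without enzyme, low control DMSO plus TDP2. Probe or stimulus: 5 mM T5PNP. Doses: 12.8 µM only. Measured by: epi absorbance of p-nitrophenol freed from T5PNP by hydrolysis.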
PLC-gamma1 inh = PLC-gamma1 (human) inhibition, primary screen; purified PLC-gamma1, fluorogenic substrate, fluorescence; P19174; inhibition, % at 12.2 µM; 370,000 tested, 0.84% active; AID 720700; in the data active = inhibition above about 9.5%
DDE Tn6 FP inh = disrupts Tn6 cyclic peptide binding to fibrin D-Dimer-E complex. Fibrin DD(E) TRITC-Tn6 fluorescence polarization displacement. inhibition, % at 8.3 µM. 370,000 tested, 0.21% active;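 active = inhibition above a per-campaign cutoff: mean of compounds within control limits plus 3 SD, cut at about 15% in these data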;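 note: 0% = median of all compound wells on the plate and 100% = blocking peptide control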
ARFGAP1 inhibitor = inhibits rat ARF GTPase activating protein 1 | Arfgap1-stimulated ARF1 GTP hydrolysis, GDP FP detection | inhibition, % at 16.5 µM | 360,000 tested, 0.26% active;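 active = inhibition above a per-plate limit, mean inhibition of low control wells plus 3 SD, cut at about 25% in these data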;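 note: 0% = DMSO wells with enzyme and 100% = wells lacking Arfgap1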
Target sequence (Q62848 1-136 limits assumed): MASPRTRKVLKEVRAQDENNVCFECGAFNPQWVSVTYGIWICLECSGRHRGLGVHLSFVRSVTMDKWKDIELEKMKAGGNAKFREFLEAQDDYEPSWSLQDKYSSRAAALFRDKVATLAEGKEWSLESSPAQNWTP
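Replicates: Single well per compound | Assay system: Truncated rat Arfgap1 GAP domain | Control set: No-Arfgap1 wells (100%) versus DMSO full-reaction wells (0%) | Times: Enzyme reaction 120 min at 25 °C after 20 min preincubation | Reagent: Human ARF1(Δ1-17)-GTP substrate | Measured by: Tracer-displacement fluorescence polarization with EDTA stop, 620/688 nm | Measure: Percent inhibition of Arfgap1-stimulated GTP hydrolysis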
ASAP1 inh = ASAP1 ArfGAP inhibition; Q9ULH1; ASAP1-stimulated ARF1 GTP hydrolysis, GDP FP detection; inhibition, % at 16.5 µM; 360,000 tested, 0.19% active; AID 624377; in the data active = inhibition above about 25%;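 note: 0% = vehicle with enzyme and substrate and 100% = no enzyme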
ADAM17 inh = inhibitors of human ADAM17; recombinant ADAM17, EDANS/DABCYL FRET peptide cleavage; inhibition, % at 6.95 µM; 370,000 tested, 0.83% active; AID 720648;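 active = inhibition above the mean of compounds lying between control limits plus 3 SD, set per campaign, cut at about 8.5% in these data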;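 note: 0% = DMSO-only wells as the low control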
Active calls of the source: *; i = inactive; x = not tested or not shown.

no.	molecule	DDE Tn7 FP inh	LEDGF integ inh	proKLK7 act	ADAM10 inh	TDP2 absorb
1	CCc1nnc(SCC(=O)Nc2ccc(N3CCN(S(C)(=O)=O)CC3)cc2)o1	-1	3	-0.3	4	-4
2	COc1cccc(N(C(=O)Cn2nnc3ccccc32)C(C(=O)NCc2ccco2)c2cccnc2)c1 (configuration not stated)	-4	3	0.2	8	-12
3	COC(=O)c1ccc(NC(=O)C2CCN(C(=O)Nc3ccccc3)CC2)cc1	6	-1	0.3	-5	-5
4	CCOC(=O)C1=NN(C(C)=O)C2(CC(=O)N(c3cccc(C)c3)C2=O)C1 (configuration not stated)	1	-2	0.3	-2	-4
5	Cc1[nH]c(=O)[nH]c(=O)c1S(=O)(=O)N1CCCC(C(=O)NCc2ccco2)C1 (configuration not stated)	1	5	-0.5	-4	4
6	CC1=NN(c2ccc(C(F)(F)F)cn2)C(=O)C1	-4	-2	-0.1	-1	-4
7	Cc1nc(=O)c(-c2ccccc2)c(C)n1-c1ccccc1C(=O)O	0	3	0.3	-4	13
8	CCc1ccc(OCC(=O)N2CCN=C2c2ccccc2)cc1	1	-1	0.5	4	7

no.	PLC-gamma1 inh	DDE Tn6 FP inh	ARFGAP1 inhibitor	ASAP1 inh	ADAM17 inh
1	5	1	6	-3	3
2	1	0	-5	-13	8
3	4	-3	-7	6	-2
4	-3	-7	7	-4	0
5	0	3	-1	0	-3
6	3	1	-4	-7	0
7	-1	10	-4	7	-5
8	6	0	-2	10	0

4 compounds already listed, sorted by the number in ADAM10 inh, low to high.
no.	molecule	DDE Tn7 FP inh	LEDGF integ inh	proKLK7 act	ADAM10 inh	TDP2 absorb
5	Cc1[nH]c(=O)[nH]c(=O)c1S(=O)(=O)N1CCCC(C(=O)NCc2ccco2)C1 (configuration not stated)	1	5	-0.5	-4	4
6	CC1=NN(c2ccc(C(F)(F)F)cn2)C(=O)C1	-4	-2	-0.1	-1	-4
1	CCc1nnc(SCC(=O)Nc2ccc(N3CCN(S(C)(=O)=O)CC3)cc2)o1	-1	3	-0.3	4	-4
2	COc1cccc(N(C(=O)Cn2nnc3ccccc32)C(C(=O)NCc2ccco2)c2cccnc2)c1 (configuration not stated)	-4	3	0.2	8	-12

no.	PLC-gamma1 inh	DDE Tn6 FP inh	ARFGAP1 inhibitor	ASAP1 inh	ADAM17 inh
5	0	3	-1	0	-3
6	3	1	-4	-7	0
1	5	1	6	-3	3
2	1	0	-5	-13	8

Next part
no.	molecule	DDE Tn7 FP inh	LEDGF integ inh	proKLK7 act	ADAM10 inh	TDP2 absorb
9	CC(CCc1ccccc1)NC(=S)NC(=O)c1ccco1 (configuration not stated)	3	2	0.5	6	-9
10	CC1(C(=O)NCc2ccccc2)CSCC(=O)N1C1CC1 (configuration not stated)	6	-2	0.9	-11	5
11	COc1ccc(OC(C)=O)c(C2c3cc(OC)c(OC)cc3CCN2C(C)=O)c1 (configuration not stated)	-8	4	0.5	4	-10
12	O=C(Cn1cc(C(F)(F)F)cc(Cl)c1=O)NCc1ccc(Cl)cc1	1	-1	0.5	4	9
13	COc1ccc(C(=O)Cn2c(N3CCCCC3)nc3c2c(=O)n(C)c(=O)n3C)cc1OC	2	5	-0.3	-1	4
14	CC(=NCCCN(C)C)C1=C(O)c2ccccc2C1=O	8	-1	-0.4	4	-11
15	N#Cc1ccc(CSc2ccccn2)c(Cl)c1	1	-1	-0.3	-10	-8
16	O=c1c(-c2ccc(Cl)cc2)[n+]([O-])c2ccccc2n1OCc1nc2ccccc2[nH]1	-5	-5	-1.9	-31	7

no.	PLC-gamma1 inh	DDE Tn6 FP inh	ARFGAP1 inhibitor	ASAP1 inh	ADAM17 inh
9	5	2	-14	-6	4
10	3	8	-10	-6	-4
11	4	3	-25	-5	3
12	-2	2	-5	-21	-3
13	0	0	-7	-13	-1
14	-11	-4	-12	3	7
15	-1	-6	2	5	-1
16	-30	6	-5	-5	-12

More results.
no.	molecule	DDE Tn7 FP inh	LEDGF integ inh	proKLK7 act	ADAM10 inh	TDP2 absorb
17	CCCNC(=O)C1(C)CCN(Cc2cc(C)n(C)n2)C1 (configuration not stated)	1	-3	-0.2	-18	-7
18	CCN(CC)c1ccc(/C=N/N2CCN(Cc3ccccc3)CC2)c(O)c1	0	3	-2.1	7	10
19	O=C(c1cc(-c2ccc(Br)cc2)nc2ccccc12)N1CCC1	8	-4	-0.4	-27	-8
20	C=CC(C)(C)c1[nH]cnc1/C=C1\NC(=O)C(C(C)C)NC1=O (configuration not stated)	-6	1	0.0	-33	8
21	Cn1c(CNC(=O)c2ccco2)nnc1SCC(=O)c1ccc(F)cc1	-4	1	0.7	-10	3
22	COCCn1c(SCC(=O)Nc2cc(Cl)ccc2OC)nc2c(c1=O)SC(C)C2 (configuration not stated)	6	-1	0.7	-5	-2
23	CCn1c2ccc(F)cc2c2nnc(SCCN3CCOCC3)nc21	0	-5	0.3	-1	-2
24	COC(=O)[C@]12C[C@H](CC(=O)N3CCCCC3)C(=O)N(Cc3ccc4c(c3)OCO4)C1=C[C@H](C(C)C)O[C@@H]2C1CC1	-4	3	-0.4	9	-7

no.	PLC-gamma1 inh	DDE Tn6 FP inh	ARFGAP1 inhibitor	ASAP1 inh	ADAM17 inh
17	0	3	0	0	-2
18	-31	-2	2	0	5
19	-2	0	6	-8	-12
20	-2	2	-1	-2	-7
21	0	9	-3	4	-3
22	4	7	-11	-2	-3
23	-2	1	-14	5	3
24	-1	10	x	x	2

Compounds above with a CF3 group, in the order listed:
no.	molecule	DDE Tn7 FP inh	LEDGF integ inh	proKLK7 act	ADAM10 inh	TDP2 absorb
6	CC1=NN(c2ccc(C(F)(F)F)cn2)C(=O)C1	-4	-2	-0.1	-1	-4
12	O=C(Cn1cc(C(F)(F)F)cc(Cl)c1=O)NCc1ccc(Cl)cc1	1	-1	0.5	4	9

no.	PLC-gamma1 inh	DDE Tn6 FP inh	ARFGAP1 inhibitor	ASAP1 inh	ADAM17 inh
6	3	1	-4	-7	0
12	-2	2	-5	-21	-3

(list continues)
no.	molecule	DDE Tn7 FP inh	LEDGF integ inh	proKLK7 act	ADAM10 inh	TDP2 absorb
25	CCCn1c(/C=C/c2ccccc2)nc2ccccc21	5	2	0.3	i	1
26	COc1cc(CNCCCN2CCOCC2)c(Br)cc1OCC(=O)Nc1ccccc1C	9	5	0.0	-5	0
27	CNC(=O)/C(C#N)=C/c1c(N(Cc2ccccc2)Cc2ccccc2)nc2c(C)cccn2c1=O	-9	3	7.3	i	-25
28	CCN(CC)S(=O)(=O)c1ccc(F)cc1	-6	6	-0.1	6	-18
29	O=C(NCCc1ccc(Cl)cc1)c1ccc2c(=O)[nH]c3c(C(=O)NCC4CCCO4)sc(=S)n3c2c1 (configuration not stated)	0	2	0.0	-8	-2
30	CCOC(=O)CC1=C(C(=O)OCC)C(c2cc(OC)c(OC)cc2OC)C(C#N)=C(N)O1 (configuration not stated)	2	-1	4.5	-10	-28
31	O=C1/C(=C/c2ccccn2)SC(=S)N1NS(=O)(=O)c1ccccc1	-2	0	-1.2	0	5
32	COc1ccc(C(C)=O)cc1COc1ccc(F)cc1	1	-2	-0.2	-3	-2

no.	PLC-gamma1 inh	DDE Tn6 FP inh	ARFGAP1 inhibitor	ASAP1 inh	ADAM17 inh
25	-261	-5	2	-17	-249
26	-1	4	2	-15	-1
27	-82	-1	5	-15	-211
28	11*	-2	-14	6	5
29	-3	0	-3	9	-2
30	-27	4	17	7	-6
31	-2	-12	0	3	0
32	1	-6	0	8	0

Carrying on.
no.	molecule	DDE Tn7 FP inh	LEDGF integ inh	proKLK7 act	ADAM10 inh	TDP2 absorb
33	CC12CN3CCN(CC(C3)C1(O)CN1CCOCC1)C2 (configuration not stated)	-10	6	0.3	3	8
34	COc1nnc(OC)c2ccccc12	3	-4	0.0	-1	7
35	O=C(COC(=O)c1cc(S(=O)(=O)N2CCOCC2)ccc1F)Nc1ccc2c(c1)OCO2	5	-2	0.1	-22	0
36	CC(=O)c1cccc(NC(=O)COc2ccc3oc(=O)cc(C)c3c2)c1	-6	-2	0.7	-136	-6
37	COC(=O)c1ccccc1NC(=O)c1c(Br)cnn1C	-4	2	-0.1	-5	-2
38	O=c1c2ccccc2nnn1CSc1nnc(-c2cccc(S(=O)(=O)N3CCCCC3)c2)o1	8	1	0.1	16	12
39	Cc1ccc(-c2nc3c(Br)cc(C)cn3c2Cc2cccc(Cl)c2)cc1	-9	2	-2.4	-9	4
40	Cc1nc(C)n(CC(O)COc2ccc3ccccc3c2)n1 (configuration not stated)	-2	1	-0.5	2	6
41	CCCn1c(SCC(=O)N2CCc3ccccc32)nnc1-c1ccncc1	2	-5	-0.3	6	-5
42	Oc1c(N=NC(=S)Nc2ccccc2F)c2ccccc2n1Cc1ccccc1Cl	-8	0	-0.1	1	-1
43	N#Cc1ccc(/C=C2\CC3(OC(=O)c4ccc(F)cc4)CCCN2C3)cc1 (configuration not stated)	-2	4	0.1	1	5

no.	PLC-gamma1 inh	DDE Tn6 FP inh	ARFGAP1 inhibitor	ASAP1 inh	ADAM17 inh
33	8	0	9	-12	1
34	-1	0	-5	-2	-4
35	-5	-10	0	-2	-2
36	-15	7	13	-6	-32
37	8	-1	7	7	-1
38	-2	-6	-4	5	2
39	-11	7	-2	15	-2
40	1	5	14	-1	1
41	-3	3	6	-8	-2
42	9	1	7	-6	1
43	-1	-11	x	x	1

Screening results deposited in PubChem by The Scripps Research Institute Molecular Screening Center.

Compounds as they come. About 4.2% of those tested had a hit in this group.
